Compound activity deposited in PubChem BioAssay by Sanford-Burnham Center for Chemical Genomics.
hIAP block: human IAP inhibition | purified IAP, CDP-Star luminescence, 30 min | inhibition, % at 10 µM | actives 0.12% (n = 330,000);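 active = inhibition reaching a set limit with compound at 10 µM in the primary screen, cut at about 35% in these data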;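 note: plate controls were DMSO wells with enzyme for no effect and no-enzyme buffer wells for full effect; values of inactives mirror those of a sister screen read the other way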
Target sequence (P09923 whole entry, looked up): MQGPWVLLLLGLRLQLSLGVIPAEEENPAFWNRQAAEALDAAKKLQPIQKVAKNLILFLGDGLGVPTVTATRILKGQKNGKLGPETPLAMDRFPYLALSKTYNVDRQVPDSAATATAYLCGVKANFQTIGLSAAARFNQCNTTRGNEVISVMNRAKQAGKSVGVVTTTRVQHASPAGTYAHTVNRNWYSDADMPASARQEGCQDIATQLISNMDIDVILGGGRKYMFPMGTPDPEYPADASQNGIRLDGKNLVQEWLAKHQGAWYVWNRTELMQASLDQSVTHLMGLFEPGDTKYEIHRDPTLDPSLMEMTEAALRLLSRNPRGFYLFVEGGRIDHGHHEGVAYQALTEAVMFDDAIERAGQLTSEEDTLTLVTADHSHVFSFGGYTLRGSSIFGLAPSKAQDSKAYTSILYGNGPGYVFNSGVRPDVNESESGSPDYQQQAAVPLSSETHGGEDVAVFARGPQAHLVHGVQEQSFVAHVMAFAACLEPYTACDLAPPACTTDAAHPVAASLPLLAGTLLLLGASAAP
mIAP act: increases mouse intestinal alkaline phosphatase activity. muIAP, CDP-Star luminescence, 30 min; active compounds read high; 1 = vehicle-only enzyme signal, 0 = enzyme-free wells. activation factor at 10 µM. actives 0.24% (n = 330,000). AID 2805;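 active = activation factor of at least 2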; note: the source names both 10 and 20 µM as test concentration; values of inactives mirror those of a sister screen read the other way
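Assay system: mouse IAP enzyme; reagent: chemiluminescent substrate CDP-Star; dosing: test compounds delivered from DMSO solution; schedule: 30 min at room temperature; measured by: luminescence from enzymatic CDP-Star hydrolysis; controls: DMSO-only wells and no-enzyme negative control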
SENP1 FRET inh: SENP1 (human) catalytic domain inhibition; inhibition, % at 10 µM; AID 624204; Q9P0U3; recombinant SENP1 catalytic domain, CyPet-SUMO1-YPet FRET cleavage; actives 0.21% (n = 360,000);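 active = inhibition at least 30% at 10 µM, raw YFP signal under a set limit, fluorescence ratio 0.5 to 1.5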;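 note: 0% = enzyme with DMSO and 100% = no enzyme wells; some results filed as inactive read as strong as hits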
Target sequence (Q9P0U3 419-644 limits assumed): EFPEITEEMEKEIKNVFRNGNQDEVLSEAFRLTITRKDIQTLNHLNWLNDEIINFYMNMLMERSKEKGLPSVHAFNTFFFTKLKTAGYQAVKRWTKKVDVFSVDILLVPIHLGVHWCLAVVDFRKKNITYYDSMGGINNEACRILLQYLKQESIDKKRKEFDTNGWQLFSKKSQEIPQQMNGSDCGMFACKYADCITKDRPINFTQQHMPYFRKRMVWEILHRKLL
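Assay system – human recombinant His6-tagged SENP1 catalytic domain enzyme · Input – SENP1 enzyme, 20 pM final · Buffer or medium – Tris pH 8 buffer plus EDTA, NaCl, BME, BSA, NP40, catalase · Schedule – 50 min reaction at room temperature · Technique – FRET read of cyan and yellow fluorescence · Control set – no-enzyme wells low, DMSO-plus-enzyme wells high control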
APOBEC3G inh: inhibitors of human APOBEC3G DNA deaminase. Q9HC16. recombinant A3G, ssDNA deamination FAM/TAMRA fluorescence. actives 0.28% (n = 330,000). inhibition, % at 20 µM;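 active = inhibition of at least 40% at 20 µM, with no more than 30% in the related APOBEC3A deaminase screen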;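 note: plate controls were DMSO wells with A3G for no effect and wells lacking A3G enzyme for full effect; some compounds called inactive have numbers as strong as hits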
NALP3 yeast inh: NALP3 inhibition in yeast; actives 0.39% (n = 330,000); inhibition, % at 10 µM; AID 2825; Yeast reconstituted NLRP3/ASC/caspase-1, beta-gal luminescence, 24 h;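 active = inhibition of 50% or more; inactive = inhibition below 50%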;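 note: plate controls were induced DMSO wells for no effect and uninduced yeast grown without galactose for full effect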
mIAP inh: mouse IAP inhibition; purified mouse IAP, CDP-Star luminescence, 30 min; inhibition, % at 10 µM; actives 0.2% (n = 330,000); AID 2806;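 active = inhibition of at least 40% at 10 µM in the primary screen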;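 note: plate controls were DMSO with enzyme for no effect and no enzyme wells for full effect; values of inactives mirror those of a sister screen read the other way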
hIAP activ: human IAP activation; AID 2524; actives 0.16% (n = 330,000); activation factor at 10 µM; P09923; purified human IAP, CDP-Star luminescence, 30 min; active compounds read high; 1 = vehicle-only enzyme, 0 = enzyme-free background;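 active = activation factor of the enzyme at least 2-fold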; note: the source names both 10 and 20 µM as test concentration; values of inactives mirror those of a sister screen read the other way
MIN6 prolif: induces beta-cell replication in MIN6 cells. MIN6 cells proliferation, ATPlite luminescence, 48 h; cells starved in 0.2% serum; 100% = growth in 10% serum. proliferation, % at 10 µM. actives 0.29% (n = 330,000). AID 2380;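 active = compounds whose signal lies at least 3.5 SD above the mean of all wells on their plate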;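 note: 0% = DMSO-treated cells in low-serum medium and 100% = 10% serum control; some compounds called inactive have numbers as strong as hits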
APOBEC3A inh: human APOBEC3A DNA deaminase inhibition; P31941; recombinant A3A, FAM/TAMRA ssDNA deamination fluorescence; inhibition, % at 20 µM; actives 0.41% (n = 330,000);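 active = at least 40% inhibition at 20 µM here, with at most 30% in a related deaminase screen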;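 note: plate controls were A3A with DMSO for no effect and wells lacking A3A enzyme for full effect; some results filed as inactive read as strong as hits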
Target sequence (P31941 whole entry, looked up): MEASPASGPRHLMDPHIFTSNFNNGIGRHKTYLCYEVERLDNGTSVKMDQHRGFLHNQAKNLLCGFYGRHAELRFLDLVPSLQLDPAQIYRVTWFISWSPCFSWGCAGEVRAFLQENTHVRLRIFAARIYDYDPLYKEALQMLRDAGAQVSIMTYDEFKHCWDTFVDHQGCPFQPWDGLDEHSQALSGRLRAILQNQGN
Starred values were filed as active, the others as inactive; / = no result given.

Results follow in this order: hIAP block	mIAP act	SENP1 FRET inh	APOBEC3G inh	NALP3 yeast inh	mIAP inh	hIAP activ	MIN6 prolif	APOBEC3A inh
1) CC(=O)C1C(=O)CC(c2ccc(Cl)cc2)CC1=O (stereo not given)
  11.1	0.867	-1.3	-5.6	34.3	13.3	0.889	-2.1	-1.3
2) CCC(CC)c1nnc(NC(=O)c2ccc([N+](=O)[O-])cc2)s1
  11.8	1	4.0	-7.2	-4.8	0.0	0.882	-0.6	-1.9
3) CC1CCN(Cc2cc(=O)oc3ccc(C(C)C)cc23)CC1
  6.2	1.08	1.8	-8.2	8.1	-8.1	0.938	0.4	-5.4
4) CCN(C(=O)CO/N=C/c1ccc(OC)cc1OC)c1c(N)n(Cc2ccccc2)c(=O)[nH]c1=O
  8.7	1.03	-4.6	-3.9	22.8	-3.2	0.913	1.0	1.0
5) CCOc1ccc(CNc2ccc(N3CCCC3)cc2)cc1
  15.9	0.811	-11.7	8.0	12.9	18.9	0.841	-5.5	1.7
6) CCC(C)(C)n1nnnc1C(c1cc2ccc(OC)cc2[nH]c1=O)N1CCN(C2CCCCC2)CC1 (stereo not given)
  12.6	0.956	-25.2	-3.0	-11.1	4.4	0.874	-3.0	-3.3
7) CC(=O)NC(CCS(C)(=O)=O)C(=O)Nc1cc(C)ccc1C (stereo not given)
  21.5	1.1	1.7	-10.7	-1.5	-9.9	0.785	2.3	-4.0
8) Cc1ccc(NC(=O)COC(=O)c2cc(=O)c3cc(F)ccc3o2)cc1
  -7.5	0.976	1.5	-10.5	11.3	2.4	1.07	-2.7	2.3
9) CCCc1cc(O)c2c(C)cc(=O)oc2c1
  -9.0	0.967	4.6	2.8	7.0	3.3	1.09	-1.0	-2.0
10) N#Cc1ccccc1NC(=O)c1ccccc1OCC(=O)Nc1ccc2c(c1)oc1ccccc12
  -1.2	1.01	0.1	-6.1	20.1	-0.9	1.01	-3.5	-3.6
11) COCCn1c(SCC(=O)c2ccc(Cl)cc2)nnc1C(C)C
  -14.8	0.961	2.2	-0.9	17.2	3.9	1.15	-1.1	2.4
12) Cc1cc(C)c2nc(SCC(=O)NCCN3C(=O)CSC3=O)cc(C)c2c1
  -5.2	1.2	-0.3	-0.9	12.9	-20.3	1.05	0.7	1.9
13) O=S(=O)(Nc1ccc(-n2cnnn2)cc1)c1cccs1
  -22.7	1.07	2.9	-2.9	19.7	-6.6	1.23	-5.6	-1.7
14) CC1(CC(=O)N/N=C/c2cc([N+](=O)[O-])c(O)cc2O)OCCO1
  -52.1	0.804	5.6	21.3	2.5	19.6	1.52	-1.2	48.0*
15) CC(C)N(C(=O)COC(=O)[C@H](C)NC(=O)c1ccco1)c1ccccc1
  -8.5	1.05	2.1	-5.4	17.3	-5.0	1.08	-3.0	2.9
16) Cc1cccc(-n2c(N)cc(=O)nc2SCC(=O)Nc2cc(C)on2)c1
  -3.6	1	0.5	-13.2	-0.1	0.0	1.04	-0.7	-6.8
17) Cc1nc(N2CCN(c3ccccn3)CC2)c2c(C)c(C(=O)Nc3ccc(F)cc3)sc2n1
  14.0	1	1.3	-8.2	9.8	0.0	0.86	-5.3	-3.3
18) O=C(O)C1CCN(C(=O)CSc2nnc3ccccn23)CC1
  0.2	1.03	0.7	-6.6	19.3	-3.3	0.998	0.2	-2.6
19) CCOC(=O)C(Sc1cc(-c2ccccc2)nc2ncnn12)C(C)=O (stereo not given)
  -11.4	0.95	3.2	-5.1	14.2	5.0	1.11	-1.8	-6.5
20) COC(=O)C1=C(C)NC(C)=C(C(=O)OC)C1C(=O)OCC(=O)N1CCCCC1C (stereo not given)
  -9.6	0.991	-1.8	-5.4	0.1	0.9	1.1	-1.2	-1.9
21) CCN(CC)NC(=O)Nc1ccccc1
  -1.1	1	0.9	-8.3	-16.1	-0.3	1.01	-2.1	-3.0
22) Cc1ccc(S(=O)(=O)N2CCN(c3ccc(N4CCOCC4)nn3)CC2)cc1[N+](=O)[O-]
  -10.3	0.915	-1.3	-2.4	5.4	8.5	1.1	0.4	-0.5
23) CC12CCC(=O)N1C(C(=O)NCc1ccccc1Cl)CS2 (stereo not given)
  -2.3	1.03	-0.6	8.0	9.2	-3.4	1.02	-1.8	2.8
24) O=C(CSc1nnc(-c2ccccc2)n1-c1ccccc1)N1c2ccccc2Sc2ccccc21
  -12.3	0.946	-0.7	-7.0	7.1	5.4	1.12	-0.9	-3.3
25) O=[N+]([O-])c1cccc(CN2CCN(Cc3ccco3)CC2)c1
  -1.7	0.973	3.2	-0.8	5.3	2.7	1.02	-2.4	0.1
26) C=C(C)Cn1c(CCn2c3ccccc3c3ccccc32)n[nH]c1=S
  -1.1	0.956	2.2	-7.4	18.5	4.4	1.01	-0.7	-3.2
27) Oc1c(C(Nc2ccccn2)c2ccccn2)ccc2cccnc12 (stereo not given)
  -83.5	1.08	0.9	0.9	3.6	-7.9	1.83	-3.5	0.3
28) CSc1ccc(S(=O)(=O)NCC(=O)OCC(=O)NCC2CCCO2)cc1[N+](=O)[O-] (stereo not given)
  -9.2	1.01	-0.3	-12.2	9.8	-0.7	1.09	-1.3	-3.2
29) CCCCNc1nc2cccnc2s1
  -3.7	1.07	1.3	2.5	9.0	-6.6	1.04	-1.3	4.0
30) Cc1cc(NC(=O)/C=C/c2ccc(Cl)cc2)no1
  -16.0	1.02	-1.3	-7.6	49.7	-2.3	1.16	0.0	-6.7

Reformatted in transposed form: part of the list above
14. CC1(CC(=O)N/N=C/c2cc([N+](=O)[O-])c(O)cc2O)OCCO1
15. CC(C)N(C(=O)COC(=O)[C@H](C)NC(=O)c1ccco1)c1ccccc1

| Screen / compound no. | 14 | 15 |
| --- | --- | --- |
| hIAP block | -52.1 | -8.5 |
| mIAP act | 0.804 | 1.05 |
| SENP1 FRET inh | 5.6 | 2.1 |
| APOBEC3G inh | 21.3 | -5.4 |
| NALP3 yeast inh | 2.5 | 17.3 |
| mIAP inh | 19.6 | -5.0 |
| hIAP activ | 1.52 | 1.08 |
| MIN6 prolif | -1.2 | -3.0 |
| APOBEC3A inh | 48.0* | 2.9 |

Ten entries out of the list, ordered by heavy-atom count, largest number first:
Results follow in this order: hIAP block	mIAP act	SENP1 FRET inh	APOBEC3G inh	NALP3 yeast inh	mIAP inh	hIAP activ	MIN6 prolif	APOBEC3A inh
6) CCC(C)(C)n1nnnc1C(c1cc2ccc(OC)cc2[nH]c1=O)N1CCN(C2CCCCC2)CC1 (stereo not given)
  12.6	0.956	-25.2	-3.0	-11.1	4.4	0.874	-3.0	-3.3
10) N#Cc1ccccc1NC(=O)c1ccccc1OCC(=O)Nc1ccc2c(c1)oc1ccccc12
  -1.2	1.01	0.1	-6.1	20.1	-0.9	1.01	-3.5	-3.6
17) Cc1nc(N2CCN(c3ccccn3)CC2)c2c(C)c(C(=O)Nc3ccc(F)cc3)sc2n1
  14.0	1	1.3	-8.2	9.8	0.0	0.86	-5.3	-3.3
22) Cc1ccc(S(=O)(=O)N2CCN(c3ccc(N4CCOCC4)nn3)CC2)cc1[N+](=O)[O-]
  -10.3	0.915	-1.3	-2.4	5.4	8.5	1.1	0.4	-0.5
27) Oc1c(C(Nc2ccccn2)c2ccccn2)ccc2cccnc12 (stereo not given)
  -83.5	1.08	0.9	0.9	3.6	-7.9	1.83	-3.5	0.3
14) CC1(CC(=O)N/N=C/c2cc([N+](=O)[O-])c(O)cc2O)OCCO1
  -52.1	0.804	5.6	21.3	2.5	19.6	1.52	-1.2	48.0*
18) O=C(O)C1CCN(C(=O)CSc2nnc3ccccn23)CC1
  0.2	1.03	0.7	-6.6	19.3	-3.3	0.998	0.2	-2.6
23) CC12CCC(=O)N1C(C(=O)NCc1ccccc1Cl)CS2 (stereo not given)
  -2.3	1.03	-0.6	8.0	9.2	-3.4	1.02	-1.8	2.8
1) CC(=O)C1C(=O)CC(c2ccc(Cl)cc2)CC1=O (stereo not given)
  11.1	0.867	-1.3	-5.6	34.3	13.3	0.889	-2.1	-1.3
9) CCCc1cc(O)c2c(C)cc(=O)oc2c1
  -9.0	0.967	4.6	2.8	7.0	3.3	1.09	-1.0	-2.0

Going on with the list.
Results follow in this order: hIAP block	mIAP act	SENP1 FRET inh	APOBEC3G inh	NALP3 yeast inh	mIAP inh	hIAP activ	MIN6 prolif	APOBEC3A inh
31) CC1=C(/C=C/C(C)=C/C=C/C(C)=C/C=C/C=C(C)/C=C/C=C(C)/C=C/C2=C(C)CCCC2(C)C)C(C)(C)CCC1
  -13.7	0.84	/	11.7	1.0	16.0	1.14	-6.0	-3.1
32) COc1cc(-c2nc(CN3CCCCC3CCNC(C)=O)c(C)o2)ccc1F (stereo not given)
  -4.0	1.03	-2.2	-8.5	-3.0	-2.7	1.04	3.1	-1.7
33) Cc1ccc(S(=O)(=O)N(C)c2ccc(C(=O)Nc3ccccc3C(=O)N3CCOCC3)cc2)cc1
  -27.9	1.09	-1.3	-4.1	17.2	-8.9	1.28	-3.8	-1.2
34) Cc1cc2c(cc1S(=O)(=O)N1CCN(c3cccc(C)c3C)CC1)OCCN2C
  1.5	1.11	0.9	-0.9	3.5	-11.4	0.985	-7.3	-2.1
35) CCc1cccc2c(C(=O)CSc3nncn3C)c[nH]c12
  11.0	1.04	2.6	-12.1	-1.8	-4.4	0.89	-0.3	0.1
36) O=C(CN1C(=O)NC2(CCCCCCC2)C1=O)NCc1ccccc1Cl
  8.7	1	3.8	-6.7	10.1	-0.4	0.913	3.4	-3.6
37) CCN1C(=O)/C(=C\N2CCN(C(=O)c3ccco3)CC2)SC1=S
  9.5	1.04	-0.7	-8.8	17.9	-4.4	0.905	-1.9	-4.5
38) O=C(Nc1ccc(Cl)c(S(=O)(=O)N2CCCC2)c1)c1nn(CCO)c(=O)c2ccccc12
  0.5	0.903	-0.7	-8.8	-0.9	9.7	0.995	6.4	-2.6
39) COC(=O)c1ccc(CN(c2ccccc2OC)S(=O)(=O)c2cccs2)o1
  2.2	1	0.9	-5.4	0.0	-0.3	0.978	-3.3	2.4
40) Cc1ccc(CNC(=O)C2CCN(S(=O)(=O)c3ccc4c(c3)OCCCO4)CC2)cc1
  -8.2	1.19	1.1	-4.0	-3.2	-19.2	1.08	-1.5	4.4
41) CCOc1ccc(C2C3=C(CCCC3=O)Nc3ccc4ncccc4c32)cc1 (stereo not given)
  1.7	0.929	-44.4	-3.7	-0.2	7.1	0.983	-0.5	1.3
42) COc1ccc(-c2csc(N3C(=O)C4C5c6ccccc6C(c6ccccc65)C4C3=O)n2)cc1 (stereo not given)
  -17.1	1.03	0.1	-2.5	-4.6	-2.8	1.17	-3.5	1.6
43) O=C(NCCCN1CCN(Cc2ccccc2)CC1)C1CCN(c2nnc(-n3cccc3)s2)CC1
  6.1	0.952	-0.4	-2.4	5.5	4.8	0.939	-4.3	-5.3
44) COc1cccc2c(=O)n(CC(=O)NC3CCCCC3)ccc12
  14.0	1.01	-0.7	-11.5	14.3	-1.0	0.86	-4.5	-0.2

The list is partial (hit frequency here may not be typical).
